# High-throughput results (PubChem BioAssay)
# Growth percent in the NCI-60 one-dose screen (48 h, 10 µM unless noted): 100 = growth as untreated, 0 = no growth, -100 = all killed.
# MALME-3M: MALME-3M melanoma; 78,000 compounds, 5.8% hits
# UACC-257: UACC-257 melanoma | 78,000 compounds, 4.4% hits
# SK-MEL-2: SK-MEL-2 melanoma; AID 1794763; 77,000 compounds, 4.7% hits
# T-47D: T-47D breast cancer. 79,000 compounds, 5% hits. AID 1794792
# UACC-62: UACC-62 melanoma; 81,000 compounds, 5.4% hits
# BT-549: BT-549 breast cancer | 78,000 compounds, 4.4% hits | AID 1794793
# HS 578T: HS 578T breast cancer. 78,000 compounds, 4.1% hits
# LOX IMVI: LOX IMVI melanoma; 79,000 compounds, 7.4% hits; AID 1794757
# The depositor's hits bear a star; . = not tested or not shown; ! = a repeat was not active. Rule for the calls: active = growth percent below 10; inactive = the rest.
# The line under a structure holds: MALME-3M, UACC-257, SK-MEL-2, T-47D, UACC-62, BT-549, HS 578T, LOX IMVI
> COc1cc(/C=C/C(=O)c2ccc(Nc3nc(NCCO)nc(Nc4ccc(Cl)cc4)n3)cc2)cc(OC)c1OC
  80, 84, 94, 48, 25, 66, 88, 70
> CSCc1cnc(C2OCCO2)s1
  99, 107, 93, 119, 106, 97, 103, 101
> COC(=O)c1ccc2c(c1)nc(-c1cc3ccccc3[nH]c1=O)n2Cc1ccc(OC)c(OC)c1
  96, 97, 115, 105, 93, 101, 97, 100
> COc1cc2c(=O)n(C3CCCCCC3)c3c4cc[nH]c4ncc3c2cc1OC
  113, 109, 90, 85, 100, 52, 42, 61
> CCNCCNc1cc(C(F)(F)F)c(C#N)c2nc3ccccc3n12
  87, 94, ., 88, 104, 97, 97, 89
> COc1ccc(Cl)cc1NC(=O)c1cc2c([nH]1)-c1nc(NC(=O)C(C)(C)C)sc1CCC2
  137, 105, 75, 85, 76, 87, 105, 85
> O=c1nc(-c2ccccc2)c2cc(-c3ccc(C(F)(F)F)nc3)ccc2[nH]1
  111, 109, 103, 95, 97, 99, 96, 93
> O=C(NC1CCCCC1)C(c1ccccc1O)N(C(=O)C1CCc2cc(F)ccc2O1)c1ccc(F)cc1F (configuration not stated)
  103, 94, 104, 96, 91, 94, 98, 84
> O=C1NC2CCCCC2C(=O)N1O (configuration not stated)
  107, 88, 103, 95, 96, 109, 98, 98
> Clc1nc2ccccc2cc1-c1nc2ccccc2o1
  104, 109, 104, 98, 94, 102, 94, 89
> Nc1n[nH]c2ccc([C@@H]3Nc4cc5c(cc4[C@H]4C6CCC(C6)[C@@H]34)C(=O)NC5)cc12 (some centres not stated)
  50, 77, 49, 77, 39, -0.9*, 25, 18
> CSc1ccc2c(c1)N(C(=O)/C(C#N)=C/c1ccc3c(c1)OCO3)c1ccccc1S2
  97, 105, 106, 83, 93, 100, 102, 113
> CC(C)CN1CCC(=O)NC1=O
  128, 103, 111, 98, 97, 110, 103, 94
> NS(=O)(=O)c1ccc(NC(=O)CS(=O)(=O)c2ccccc2)cc1
  107, 107, 104, 99, 103, 103, 103, 100
> O=C1c2cc(Cl)ccc2Oc2cc([N+](=O)[O-])ccc2N1c1ccc(F)cc1F
  103, 91, 80, 72, 81, ., 87, 95

# Compounds listed so far that have sulfur (4):
# The line under a structure holds: MALME-3M, UACC-257, SK-MEL-2, T-47D, UACC-62, BT-549, HS 578T, LOX IMVI
> CSCc1cnc(C2OCCO2)s1
  99, 107, 93, 119, 106, 97, 103, 101
> COc1ccc(Cl)cc1NC(=O)c1cc2c([nH]1)-c1nc(NC(=O)C(C)(C)C)sc1CCC2
  137, 105, 75, 85, 76, 87, 105, 85
> CSc1ccc2c(c1)N(C(=O)/C(C#N)=C/c1ccc3c(c1)OCO3)c1ccccc1S2
  97, 105, 106, 83, 93, 100, 102, 113
> NS(=O)(=O)c1ccc(NC(=O)CS(=O)(=O)c2ccccc2)cc1
  107, 107, 104, 99, 103, 103, 103, 100

# Other entries
# The line under a structure holds: MALME-3M, UACC-257, SK-MEL-2, T-47D, UACC-62, BT-549, HS 578T, LOX IMVI
> C[C@@H]1C[C@H]2C(=O)O[C@@H](C)[C@H](NC(=O)[C@H](Cc3cc(F)cc(F)c3)NC(=O)Nc3ccc(Cl)cc3F)C(=O)N3C[C@H](O)C[C@H]3C(=O)N3CCN(C)C[C@H]3C(=O)N[C@@H](C)C(=O)N2C1
  45, 20, 30, 19, 31, 15, 38, 43
> CCOC(=O)c1ccc(OCC)cc1O
  106, 111, 108, 89, 101, 110, 100, 96
> CCc1cc(=O)n2c(-c3ccc(F)cc3)cnc2[nH]1
  106, 99, 115, 103, 80, 109, 111, 102
> COc1cc(CNC(=O)Cc2ccccc2)ccc1OCc1cn(-c2ccc([N+](=O)[O-])cc2)nn1
  111, 100, 94, 94, 72, 90, 100, 91
> CCC(C)SC1=NC=NC2=NC=NC21 (configuration not stated)
  122, 97, 101, 79, 90, 90, 115, 83
> CC(=O)O[C@@]1(c2cn(-c3ccccc3C(=O)O)nn2)CC[C@H]2[C@@H]3CCC4=CC(=O)CC[C@@H]4[C@H]3CC[C@@]21C
  101, 91, 96, 91, 97, 102, 107, 98
> NC(=O)Nc1nc(-c2ccccc2)no1
  118, ., ., 90, 103, ., 114, 103
> Clc1ccc(-c2nnc(COc3ccc(C4=NNC(c5ccco5)C4)cc3)o2)cc1 (configuration not stated)
  109, 96, 106, 26, 76, 82, 96, 85
> COC(=O)c1ccc2c(c1)Oc1ccc(Cl)cc1-c1cc(C)nn1-2
  80, 108, 100, 72, 85, 96, 55, 58
> Cc1ccc2[nH]c(=O)c([N+](=O)[O-])c(N=[N+]=[N-])c2c1
  103, 80, ., 82, 84, 95, ., 97
> COC(=O)[C@H](C)NC(=O)c1ccc(NC(=O)c2[nH]c(C)c(Cl)c2Cl)c(OC2CCNCC2)c1
  120, 103, 114, 99, 98, 98, 95, 98
> COc1ccc(CNNC(=O)c2cccnc2)c(OC)c1OC
  99, 108, 108, 95, 97, 89, 107, 105
> CCOC(=O)C(CCCCC(NC(C)=O)(C(=O)OCC)C(=O)OCC)(NC(C)=O)C(=O)OCC
  108, ., 96, 89, 99, 107, 104, 98
> CCOC(=O)C1=C(C)NC(=S)NC1c1cccc(O)c1 (configuration not stated)
  104, 105, 103, 101, 94, 99, 110, 103
> C/C(=C(/c1ccccc1)c1ccc(N2C(=O)c3cccc4c(N5CCN(Cc6ccccc6)CC5)ccc(c34)C2=O)cc1)c1ccccc1
  100, 99, 104, 80, 86, 101, 88, 93
> CCCC[C@@H]1C[C@@H]2Cc3ccc4ccccc4c3N1O2
  87, 93, 86, 96, 88, 97, ., 96
> NS(=O)(=O)c1ccc(-n2cc(-c3cccc(NC(=O)c4cccc(C(F)(F)F)c4)c3)nn2)cc1
  111, 105, 108, 73, 100, 124, 88, .
> CSC1=NCCCC1
  109, 100, 105, 107, 113, 108, 116, 98
> COc1ccc2cc(-c3nc4ccccc4[nH]3)c(Cl)nc2c1OC
  98, 113, 87, 78, 89, 102, 78, 85
> Cc1ccc(Cl)cc1NC(=O)OC(C)C (tested in a mixture with another compound)
  120, 121, ., 107, 97, ., 107, 106
> NS(=O)(=O)c1ccc(-n2cc(CN3C(=O)CN(/N=C/c4ccc([N+](=O)[O-])o4)C3=O)nn2)cc1
  95, 101, 102, 105, 90, 101, 99, 99
> CCCCN(CCCC)CC(=O)c1ccc2cc(Br)c3ccccc3c2c1
  100, 103, 105, 84, 89, 91, 108, 92
> COc1ccc(C(=O)c2cc(OC)c(OC)c(OC)c2)cc1/C=C/C(=O)c1ccc(F)cc1
  66, 87, ., 67, 46, 81, 98, -56*
> O=C1c2ccccc2C(=O)c2[nH]c(-c3c(-c4ccc(F)cc4)nc4sccn34)nc21
  148, 102, 116, 69, 85, 89, 103, 88
> O=C(O)CN1C(=O)C2C3CC(C2C1=O)C1C(c2ccc(F)cc2)c2sc(=S)[nH]c2SC31 (configuration not stated)
  102, 106, 125, 108, 98, 114, 109, 108
> Oc1ccc(NCc2ccccc2)cc1
  118, 101, ., 102, 81, ., 95, 102
> O=c1c2c3c(sc2n2c(-c4cc(-c5ccccc5)nn4-c4ccccc4)nnc2n1Cc1ccccc1)CCCC3
  123, 106, 102, 73, 103, 97, 356, 93
> C=C(C)[C@@H]1CC[C@]2(CN)CC[C@]3(C)[C@H](CC[C@@H]4[C@@]5(C)CCC(N)[C@@](C)(CO)[C@@H]5CC[C@]43C)[C@@H]12 (some centres not stated)
  -86*, -89*, -86*, ., -80*, 80, -37*, .
> OCCSCCCCCSCCO
  110, 105, 102, 109, 87, ., 116, 105
> Nc1nnc(SCC(=O)Nc2ccc3oc(=O)ccc3c2)s1
  101, 120, 101, 95, 103, 90, 105, 89
> Cc1nn(C)c(=S)[nH]c1=S
  111, 103, 103, 94, 96, 105, 107, 107
> CCCc1nnn(S(=O)(=O)c2ccc([N+](=O)[O-])cc2)c1CCC
  99, 109, 107, 96, 119, 106, 102, 94
> Cc1nc(Nc2ccc(OCCCBr)cc2)c2cnn(-c3ccccc3)c2n1
  98, ., 98, 84, 86, 93, 83, 95
> COc1cccc(CNc2ccnc3oc4ccc(N)cc4c23)c1
  56, 41, 55, 42, 49, 57, 84, 57
> Cc1c(O)c(O)cc2c3c(oc12)CC(c1ccc2c(c1)OCO2)CC3=O (configuration not stated)
  105, 95, 84, 67, 53, 75, 92, 60
> COC(=O)[C@]1(C)N[C@H](c2cn(-c3ccccc3)nc2-c2ccccc2)[C@@H]2C(=O)N(c3ccc(C)cc3)C(=O)[C@@H]21
  98, 117, 96, 122, 97, 100, 107, 105
> COc1ccc(N2CCN(C3=CC(=O)C(C)=C(C)C3=O)CC2)cc1
  105, 97, 103, 91, 98, 102, 92, 93
> Cc1ccc(-n2nc(C)c(N=Nc3ccccc3)c2C)cc1
  71, 101, 96, 99, 86, 94, 93, 95
> COc1ccccc1/C=N/Nc1nc(C)cc(=O)[nH]1
  ., 93, 102, 111, 102, 110, 116, 103
> CCOC(=O)c1c[nH][nH]c1=O
  129, 59, 94, 103, 96, 106, 119, 98
> COc1cccc(/C=N/N=C(N)N)c1OC
  95, 94, 98, 95, 109, 87, 105, 101
> CS(=O)(=O)c1ccc(-c2nn(-c3ccccc3)cc2/C=N/NC(=O)c2ccncc2)cc1
  95, 97, 107, 91, 82, 97, 108, 101
> Oc1ccc2ccccc2c1/C=N\Nc1ccccn1
  ., 13, 19, 7.1*, 0.9*, 22, ., -4.7*
> COc1nccnn1
  120, 109, -31*, 107, 99, 94, 87, 95
> Nc1n[nH]c(N)c1N=Nc1ccc(S(N)(=O)=O)cc1
  88, 111, 103, 94, 92, 99, 96, 106

# The list continues.
Molecule	MALME-3M	UACC-257	SK-MEL-2	T-47D	UACC-62	BT-549	HS 578T	LOX IMVI
CC1(c2ccccc2)NC(=O)N(CC(=O)Nc2ccc(C(=O)/C=C/c3ccccc3)cc2)C1=O (configuration not stated)	78	63	75	18	37	36	71	-72*
COCCCNc1nc2ccccc2c2c(=O)c3cc(F)ccc3sc12	114	107	107	84	84	107	100	92
Cc1c(CC(=S)N2CCOCC2)nnn1-c1ccc(F)cc1	104	104	108	100	98	92	104	97
COc1ccc(-c2cnc3sc4ccc(C)cc4n23)cc1	107	110	119	.	88	96	117	94
O=C(Nc1ccccn1)Nc1ccccn1	108	109	102	92	105	99	102	101
O=C1c2c(c3c4cc(Br)ccc4[nH]c3c3ccc4ccccc4c23)C(=O)N1CCN1CCOCC1	87	101	96	45	65	84	102	.
C#Cc1nc(Nc2cc(C)[nH]n2)c2ccccc2n1	-71*	-55*	-53*	-37*	-81*	-35*	-1.9*	-75*
O=C(Nc1cccc(C(F)(F)F)c1)C1=NCCCCN1	92	102	101	99	94	101	98	97
O=C(O)CN(CCN(CC(=O)O)CC(=O)O)CCN(CC(=O)O)CC(=O)O	-4.1*!	0.8*!	-31*!	9.2*!	8.7*!	-11*!	7.3*!	-31*!
NC(=O)C1c2ccccc2C=Cc2ccccc21	103	92	43	188	91	96	121	101
O=C1S/C(=C\c2ccc([N+](=O)[O-])cc2)C(=O)N1CCN1CCCCC1	118	112	111	96	100	118	115	99
O=C(c1ccc(-c2ccccc2)cc1)c1ccc([N+](=O)[O-])cc1	163	121	104	93	93	95	110	98
CC(C(CC(=O)c1ccccc1)c1ccccc1)[N+](=O)[O-] (configuration not stated)	118	106	100	104	90	112	95	92
COc1ccc2nc(NC(=O)CSC(=S)N3CCN(c4ccccc4)CC3)sc2c1	105	107	.	86	.	101	135	99
O=C(Nc1ccccc1)Nc1ncnc2c1ncn2-c1cccnc1	98	105	103	98	97	99	97	96
OCc1cn(C(c2ccccc2)(c2ccccc2)c2ccccc2)cn1	95	90	95	88	94	105	112	100
CC1C2CCC(C2)C1COCCOCCO (configuration not stated)	107	88	112	99	104	104	110	95
O=C(Cn1cc(CN2CCCC2)nn1)Nc1ccc2c(ccn2Cc2ccccc2)c1	104	104	109	88	100	89	94	104
Nc1nc(N)c(Br)c(Nc2ccc(Cl)c(Cl)c2)n1	.	94	97	70	90	90	97	.
C=C1CCC2C3(C)COC(c4ccccc4Cl)OC3CCC2(C)C1/C=C/C1=CCOC1=O (configuration not stated)	79	64	89	27	64	82	100	56
CC1(C(N)=O)CCC(C(=O)O)C1(C)C (configuration not stated)	75	100	104	91	87	100	105	104
COC(=O)C1(O)NC(=C(C#N)C#N)C(C#N)=C1C(=O)c1cccs1 (configuration not stated)	101	105	106	93	106	97	87	96
CN(C)c1ccc(/C=C/C2NC(C(=O)Nc3ccc(-c4n[nH]c(=S)o4)cc3)CS2)cc1 (configuration not stated)	104	95	105	98	96	104	106	94
Clc1ccc(-c2nc3c4c(-c5ccccc5)c(-c5ccccc5)oc4ncn3n2)cc1	100	108	100	90	93	112	107	95
COc1cccc2c1C(=O)c1c(O)c3c(c(O)c1C2=O)C[C@](O)(C(=O)CO)C[C@H]3O[C@@H]1C[C@@H](NC(=O)CCCCCN(C)C2(c3ccc(F)cc3)CC3CCC2C3)[C@H](O)[C@@H](C)O1 (some centres not stated)	-71*	96	73	86	.	52	58	-90*
CCn1cnc2c(=S)nc[nH]c21	120	102	108	108	93	134	121	98
Cc1ccc(N2NC(C(=O)N(C)C)=NCC2=O)cc1	102	111	111	109	97	105	110	100
COc1ccc(C(Nc2ccccc2)C(=O)c2ccccc2)cc1 (configuration not stated)	90	91	82	52	58	84	.	.
COc1cc(CNC(=O)/C=C/c2ccccc2)ccc1OCc1cn(-c2ccc(Cl)c(Cl)c2)nn1	75	67	98	48	58	85	96	84
